# Screens (PubChem)
# RTF Ca sens act: increases calcium sensitivity of human cardiac regulated thin filaments; P19429+P45379; IANBD-labeled TnC RTF fluorescence at EC20 calcium; 0% EC20 calcium, 100% full calcium; activation, % at 7.2 µM; 340,000 tested, 0.24% active;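 active = activation above the mean over all tested compounds plus 3 SD, cut at about 30% in these data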;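 also: rise in fluorescence read as greater calcium sensitivity of cardiac thin filaments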
# Rtt109 HAT inh: blocks Candida albicans Rtt109/Vps75 acetyltransferase activity; inhibition, % at 34.9 µM; purified Rtt109/Vps75, ThioGlo CoA-SH fluorescence, 4 h; 330,000 tested, 0.16% active; Q5AAJ8;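 active = inhibition of at least 50% in every replicate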
# Target sequence (Q5AAJ8 whole entry, looked up): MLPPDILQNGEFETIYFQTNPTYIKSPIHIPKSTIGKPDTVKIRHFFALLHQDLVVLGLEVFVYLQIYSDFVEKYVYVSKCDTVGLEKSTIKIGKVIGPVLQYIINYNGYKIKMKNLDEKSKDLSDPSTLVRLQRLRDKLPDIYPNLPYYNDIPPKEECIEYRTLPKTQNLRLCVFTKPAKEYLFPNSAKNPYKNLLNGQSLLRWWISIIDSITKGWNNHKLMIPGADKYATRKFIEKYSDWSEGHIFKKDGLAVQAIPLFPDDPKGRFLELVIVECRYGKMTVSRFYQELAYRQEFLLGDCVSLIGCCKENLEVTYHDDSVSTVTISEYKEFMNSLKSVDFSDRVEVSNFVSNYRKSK
# NSD2 HMT inh: inhibitors of human histone methyltransferase NSD2; 310,000 tested, 0.54% active; inhibition, % at 12.5 µM; NSD2 peptide methylation, AlphaScreen, 120 min; AID 743445; O96028; in the data active = inhibition above about 50%
# PvdQ acylase: blocks Pseudomonas aeruginosa PvdQ acylase activity; AID 488965; purified PvdQ acylase, fluorescence plate reader; inhibition, % at 10 µM; 340,000 tested, 0.063% active; in the data active = inhibition above about 30%, passing the limit was not always enough;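 also: 0% = vehicle neutral wells and 100% = reference inhibitor wells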
# PfHsp90 yeast 2: growth inhibition of yeast expressing Plasmodium Hsp90. S. cerevisiae expressing PfHsp90, BacTiter-Glo ATP, 48 h; yeast lacking PDR1 and PDR3 efflux regulators. inhibition, % at 9.4 µM. 310,000 tested, 0.32% active;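 active = every replicate shows inhibition above about 80%, whatever the replicate mean, limit read from the data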;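 also: 0% = DMSO neutral controls and 100% = 20 µM radicicol positive controls; yeast relying on Plasmodium falciparum Hsp90 in place of its own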
# SUMO Mot1 rescue: inhibitors of SUMOylation pathway: yeast Mot1-301 growth rescue | growth rescue, % at 18.8 µM | 320,000 tested, 1% active | AID 2716 | S. cerevisiae Mot1-301 growth rescue, ATP luminescence, 38.5C; percent above DMSO median, 100 means doubled;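 active = every valid replicate shows activation above 250% relative to neutral control wells; inactive = the rest, any valid replicate at or below 250%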;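 also: OY570 slx delta 5 strain wells were the positive control but not used for scaling; some compounds called inactive have numbers as strong as hits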
# Cardiac RTF inh: cardiac RTF calcium desensitization; AID 493244; P19429+P45379; 340,000 tested, 0.12% active; inhibition, % at 7.15 µM; IANBD-labeled cardiac RTF, Ca2+ fluorescence;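 active = inhibition above the mean inhibition of all tested compounds plus 3 SD, cut at about 17% in these data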;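 also: assay run at fixed EC70 calcium of 1.6 mM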
# CDK5 p35 inh: inhibitors of human CDK5/p35 kinase; Q00535+Q15078; Recombinant CDK5/p35, ADP-Glo luminescence, 60 min; inhibition, % at 10 µM; 330,000 tested, 0.01% active;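 active = highest replicate inhibition of at least 50% and at least 75% of replicates reaching 50%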;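 also: plate controls were DMSO neutral control for no effect and GW8510 at 10 µM for full effect; many of its hits are not listed in these tables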
# Keap1-Nrf2 PPI: disrupts human Keap1 binding to Nrf2 peptide; Q14145; Keap1 Kelch-Nrf2 peptide fluorescence polarization, 1536-well; inhibition, % at 9.4 µM; 340,000 tested, 0.15% active; in the data active = inhibition above about 12%;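 also: human Keap1 Kelch domain with fluorescein labeled Nrf2 9mer peptide probe; 0% = neutral control wells and 100% = peptide positive control; higher means more block of Keap1 binding to Nrf2 peptide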
# LANA DNA inh: blocks KSHV LANA C-terminal domain binding to DNA. AID 504423. 340,000 tested, 0.078% active. inhibition, % at 9 µM. MBP-C-LANA/FAM-LBS DNA binding, fluorescence polarization;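 active = highest replicate inhibition at or above 60% at 9 µM, even if other replicates fall short; inactive = all replicates below 60% inhibition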;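 also: 0% = neutral control wells and 100% = 4 µM acridine orange control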
# dFosB activator: mouse delta FosB homodimer activation | purified delta FosB, TAMRA-CDK5 oligo fluorescence polarization; percent of positive-control signal above neutral wells | activation, % at 25 µM | 340,000 tested, 0.99% active | AID 493131;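 active = mean activation above about 17%, with every replicate also reaching it, limit read from the data, passing the limit was not always enough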;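 also: fluorescence polarization rise as delta FosB binds a TAMRA Cdk5 AP-1 oligo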
# Target sequence (P13346 whole entry, looked up): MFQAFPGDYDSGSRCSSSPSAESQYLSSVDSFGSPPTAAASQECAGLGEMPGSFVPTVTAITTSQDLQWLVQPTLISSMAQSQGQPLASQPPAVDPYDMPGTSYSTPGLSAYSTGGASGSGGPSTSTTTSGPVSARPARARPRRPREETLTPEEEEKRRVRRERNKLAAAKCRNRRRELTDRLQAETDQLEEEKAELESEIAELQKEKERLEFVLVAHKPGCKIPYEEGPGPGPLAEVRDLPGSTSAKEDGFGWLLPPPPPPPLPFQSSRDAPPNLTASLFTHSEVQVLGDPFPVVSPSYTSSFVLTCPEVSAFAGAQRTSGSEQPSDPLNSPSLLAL
# The depositor's hits bear a star; . = not tested or not shown.
SMILES	RTF Ca sens act	Rtt109 HAT inh	NSD2 HMT inh	PvdQ acylase	PfHsp90 yeast 2	SUMO Mot1 rescue	Cardiac RTF inh	CDK5 p35 inh	Keap1-Nrf2 PPI	LANA DNA inh	dFosB activator
C=C1/C=C(\C)C(C)(O)CC(O)CC(=O)C(O)C(O)C(C)CC(C)OC(=O)/C(C)=C/CC/C=C/C(OC)C(O)CC(C)C1 (centres undefined)	4	-4	.	-16	-12	-17	4	-2.4	-7	-0.4	-27
Cc1ccc(CSCC(=O)Nc2cc(S(=O)(=O)N3CCOCC3)ccc2OC(C)C)cc1	-8	10	0	-9	9	-13	-14	-1.9	-1	-0.5	-15
CCc1ccccc1NC(=O)c1ccc(-n2c(C)ccc2C)cc1	-6	-1	-3	-2	-8	204	-2	0.3	-3	-2.2	-12
Cc1sc(NC(=O)c2ccco2)c(C(c2cccnc2)N2CCN(c3ccc(F)cc3)CC2)c1C (centres undefined)	-2	-21	.	11	-5	29	-6	-0.7	-3	-0.1	-2
Cc1cc(Br)ccc1SCC(=O)OCC(=O)Nc1ncc(C(F)(F)F)cc1Cl	-12	-3	-2	-13	20	10	2	-1.4	2	0.5	-11
CCn1nc(CCC(=O)O)c2ccccc2c1=O	-3	-1	0	-10	5	-4	-8	-0.5	5	0.2	3
Cc1ccccc1NC(=O)c1ccc(F)c(S(=O)(=O)N2CCCCC2)c1	7	2	0	-9	-12	-15	-2	1.5	-1	1.4	1
CC(C)NC(=O)C1CCN(C2CCN(C(=O)c3ccc4cccc(F)c4n3)CC2)CC1	7	9	1	-16	6	-9	-5	3.7	-1	5.4	-1
COc1ccccc1Nc1cc2cc(Br)ccc2c(=O)[nH]1	0	-9	.	15	2	-2	-5	2.1	-1	0.1	-1
CC1(C)CC(=O)C2=C(C1)N(Cc1ccco1)C(=O)NC2(C(F)(F)F)C(F)(F)F	-4	-9	-1	-8	6	2	18*	-1.3	0	-2.0	-1
COc1cccc(-n2c(SCC(N)=O)nc3c([nH]c4ccccc43)c2=O)c1	-3	10	-2	11	5	-13	1	-0.9	0	-0.7	4
COC(=O)c1nc2n(n1)C(c1cc(OC)ccc1OC)C(C(=O)OC1CCCCC1)=C(C)N2 (centres undefined)	-2	-7	3	-10	.	61	1	-2.6	-3	-0.1	-19
CC(C)C[C@@H](CN)NC(=O)c1nc[nH]c1C(=O)N[C@@H](Cc1ccccc1)C(=O)CNC[C@H](C)NC(=O)c1nc[nH]c1C(=O)N[C@@H](CC(=O)O)C(=O)O	1	-9	.	-10	7	.	-6	0.2	-1	-0.7	-6
O=C(NCC(c1cccnc1)N1CCN(c2ccc(F)cc2)CC1)c1ccc2c(c1)OCO2 (centres undefined)	7	8	0	-16	11	2	-11	0.5	-6	-1.0	-4
CCS(=O)(=O)c1ccc2oc(Nc3ccc(OC)cc3)nc2c1	4	-9	-5	-13	-13	7	-6	0.1	1	0.0	4
COc1ccccc1CCNC(=O)CN1C(=O)c2ccccc2S1(=O)=O	-3	-4	-2	-10	.	-5	1	0.6	-1	-0.4	-4
CCOC(=O)N1CCN(C(=O)c2ccc(NS(=O)(=O)c3ccc4[nH]c(=O)[nH]c4c3)cc2)CC1	-3	3	-1	5	-1	18	-2	-0.4	5	-0.8	-5
CCC(C(=O)NCC1CCCO1)N(C(=O)CNS(=O)(=O)c1ccccc1)c1ccc(F)cc1 (centres undefined)	-2	-2	-2	-6	6	113	-2	-2.4	5	2.5	3
Cc1ccc(S(=O)(=O)NCCNC(=O)c2ccc(C)nc2)cc1	-8	10	-6	3	11	-19	-23	2.6	0	-0.1	-7
O=c1oc(=O)c2ccccc2c2ccccc12	-9	-1	-6	-9	-17	.	0	0.5	-4	0.6	-7
CCCCNC(=O)CSc1nnc(Cc2ccccc2)n1CC1CCCO1 (centres undefined)	10	2	-7	-20	19	6	-10	-1.3	-5	1.5	1
O=C1C=C(Nc2ccc(Cl)cc2)CC(c2ccccc2)C1 (centres undefined)	1	-10	-1	7	-10	-1	-5	1.3	0	0.2	-2
Cc1cc(C)n2c(Nc3ccc4c(c3)OCCO4)c(-c3ccc(C)o3)nc2n1	-7	-4	.	-13	-7	-17	0	-3.4	-7	0.1	-4
CC1=C(OC(=O)C(C)(C)C)C(C)(C)C(c2ccccc2)OC1=O (centres undefined)	5	-1	-6	-13	-24	96	-2	1.2	-4	-0.2	-5
O=C(NCCSCc1ccc(Cl)cc1)c1cccs1	6	4	-4	-3	-24	24	-2	-0.4	-4	0.3	-6
Cc1cccc(OCc2nnc(SCC(=O)N3CCCCC3)o2)c1	0	-7	11	1	-16	47	-22	8.2	-6	-1.3	-8
CCN1C(=O)N(S(=O)(=O)C(F)(F)F)[C@@H](c2ccccc2)C(C(=O)OC)=C1C	-7	11	.	6	0	-5	-7	-0.4	-1	1.1	-5
O=C(COC(=O)c1cc(NS(=O)(=O)c2cccs2)ccc1O)Nc1ccccc1	3	24	0	4	8	-1	1	-5.1	-7	-0.9	5
O=c1c2c(ncn1CCO)nc1n2CCC1	1	.	-8	-8	1	-3	4	-0.3	2	0.0	-6
CC(C)c1c(O)nc(SCCN2CCOCC2)[nH]c1=O	-2	1	-1	-8	-27	-3	-20	1.5	-4	2.0	-4

# More entries follow.
SMILES	RTF Ca sens act	Rtt109 HAT inh	NSD2 HMT inh	PvdQ acylase	PfHsp90 yeast 2	SUMO Mot1 rescue	Cardiac RTF inh	CDK5 p35 inh	Keap1-Nrf2 PPI	LANA DNA inh	dFosB activator
CN(C)CCNC(=O)c1cccc(NS(=O)(=O)c2ccc(Cl)c(Cl)c2)c1	-1	9	0	2	.	-9	-7	0.4	-3	1.9	1
CCN(CC1COc2ccccc2O1)S(=O)(=O)c1ccc(C)cc1 (centres undefined)	2	6	-5	-10	8	5	-6	-1.8	-1	-0.3	1
CC1CN(C(=O)CS(=O)(=O)Cc2ccc(Cl)cc2)CC(C)O1 (centres undefined)	-2	-2	-3	1	-4	-4	1	-0.9	0	0.0	-5
COc1ccccc1-n1cc(C(=O)NCC(=O)N2CCN(c3ccccc3)CC2)c2ccccc2c1=O	5	-1	1	3	22	-5	-16	1.4	0	1.7	-13
CC1CC(C)(C)CC2(C1)NC(=S)N(c1ccccc1)N2 (centres undefined)	8	7	1	-7	17	218	-3	0.6	-3	0.8	-8
Cc1cccc(Nc2ncc3c(n2)CC(c2ccco2)CC3=O)c1 (centres undefined)	6	4	1	-3	-10	-6	-14	-0.6	-4	0.0	-8
O=C(Cn1cnc2c(oc3ccccc32)c1=O)NCCc1ccccc1	2	-4	0	-21	15	18	-5	0.3	-3	0.5	61*
CCn1c(C)nnc1SCC(=O)Nc1nccs1	2	-4	3	-12	4	-16	-7	-1.3	-6	-1.1	1
CS(=O)(=O)Nc1ccc(C(=O)NC2CCCCC2)cc1	2	6	0	-12	15	54	-3	-3.0	-2	-0.4	6
COc1ccc(C(=O)COC(=O)c2cc(S(=O)(=O)NCc3ccccc3)ccc2O)cc1	13	3	0	-3	.	1	2	-4.3	-2	0.5	-3
CC(C)(C)N(Cc1ccccc1)C(=O)CSc1nc2ccccc2c(=O)[nH]1	11	-20	3	-3	-4	5	2	-5.2	-4	-0.8	-9
CCOc1ccc(C(C(=O)NCC2CCCO2)N(C(=O)c2snc(C(N)=O)c2N)c2cccc(F)c2)cc1 (centres undefined)	0	-5	.	-9	26	-9	2	-0.1	5	0.4	-11
CCCS(=O)(=O)c1nc(S(=O)(=O)c2ccc(C)cc2)c(N2CCC(O)CC2)s1	0	14	-2	13	-14	343	-4	2.0	-2	-0.3	-8
Cn1c(=O)oc2cc(S(=O)(=O)NCCN3CCc4ccccc4C3)ccc21	-1	4	.	9	.	-14	-3	1.6	3	1.2	-8
Cc1ccccc1N1CCN(C2CCCN(C(=O)CCN3CCCCC3=O)C2)CC1 (centres undefined)	1	14	-4	3	1	-12	-2	-0.7	-4	-1.1	-4
COc1cccc(NC(=O)CN(C)CC(=O)NCc2ccco2)c1	-7	3	-2	-4	20	9	3	0.4	24*	81*	-6
C=CCOc1ccc(CNc2nn[nH]n2)cc1	-4	-7	4	-11	-5	-13	-3	1.6	-1	-2.3	-9
Cc1cccnc1NC(=O)c1ccc(S(=O)(=O)N2CC(C)OC(C)C2)cc1 (centres undefined)	-8	8	50*	-4	-4	357	-2	0.1	0	0.2	-7
COC(=O)c1ccc(-c2nc3ccccc3[nH]2)cc1	0	-4	-2	40*	25	-26	8	6.2	0	0.5	-13
O=[N+]([O-])c1cccc(CSc2ncnc3ccccc23)c1	4	2	.	-13	3	-13	-14	-1.4	-3	-1.5	1
Cc1ccc(C2=CSC3=NCCN23)cc1	-3	4	2	-65	6	1	-11	0.2	-2	-1.1	1
O=C(COC(=O)c1cccnc1)Nc1cccc(Cl)c1	-6	-6	-9	5	0	-15	-6	-0.2	-1	-1.3	-13
O=C(NC(=S)NCc1ccccc1)c1ccccc1	2	.	0	-10	-4	-6	-15	-3.1	1	-1.1	0
COCCn1c(-c2ccc(-c3ccc([N+](=O)[O-])cc3Br)o2)nc2c1c(=O)[nH]c(=O)n2CC(C)C	13	-9	0	-5	-29	2	-25	2.2	-3	-2.2	-25
COC(=O)c1n[nH]n(-c2cc(Cl)cc(Cl)c2)c1=O	-2	2	-2	0	-7	15	-5	1.2	-2	0.2	-5
CCOC(=O)C1CCN(C(=S)Nc2cc(C)ccc2C)CC1	6	-4	-2	-7	1	66	-4	-0.9	-1	0.4	-3
Cn1c(SCC(=O)NCc2cccs2)nnc1-c1ccc(S(=O)(=O)N2CCCC2)cc1	9	-7	1	-27	9	.	-5	-0.8	-3	0.3	-6
C=CCNC(=O)c1cc2c(=O)n3ccccc3nc2s1	0	-417	-4	4	17	-10	5	1.8	-4	6.5	-9
CCN(CC)CCNC(=O)CCCNC(=O)Cn1cnc2sc(C)c(C)c2c1=O	3	-4	-3	-10	0	-4	-9	1.3	-1	0.1	-5
Cc1ccc2c(Cl)c(Cc3ccccc3)c(=S)[nH]c2n1	-2	-6	7	-6	-166	.	1	-0.1	2	0.7	-6
O=C(CCCNS(=O)(=O)c1cccc2nsnc12)NCCN1CCN(c2ccccc2F)CC1	-1	-5	5	4	14	10	4	1.2	-1	0.8	-6
CCC(C)C(NC(=O)OCc1ccccc1)C(=O)NCC(c1ccccc1)N(C)C (centres undefined)	2	-1	2	-8	11	8	-4	-6.3	-4	0.7	-8

# In a second layout: entries from further up.
> CCN(CC)CCNC(=O)CCCNC(=O)Cn1cnc2sc(C)c(C)c2c1=O
  RTF Ca sens act: 3	Rtt109 HAT inh: -4	NSD2 HMT inh: -3	PvdQ acylase: -10	PfHsp90 yeast 2: 0	SUMO Mot1 rescue: -4	Cardiac RTF inh: -9	CDK5 p35 inh: 1.3	Keap1-Nrf2 PPI: -1	LANA DNA inh: 0.1	dFosB activator: -5

> CCOc1ccc(C(C(=O)NCC2CCCO2)N(C(=O)c2snc(C(N)=O)c2N)c2cccc(F)c2)cc1 (centres undefined)
  RTF Ca sens act: 0	Rtt109 HAT inh: -5	NSD2 HMT inh: .	PvdQ acylase: -9	PfHsp90 yeast 2: 26	SUMO Mot1 rescue: -9	Cardiac RTF inh: 2	CDK5 p35 inh: -0.1	Keap1-Nrf2 PPI: 5	LANA DNA inh: 0.4	dFosB activator: -11
